# Screening data: PubChem BioAssay, several laboratories
# ABCG2 block = human ABCG2 inhibition, ABCB1 as counter-screen; AID 1325; inhibition, % at 6.6 µM; IgMXP3 cells, JC-1 efflux, flow cytometry; 0.1% of 190,000 active;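 active = inhibition above 80%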;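 also: 0% = DMSO and 100% = nicardipine control wells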
# Target sequence (Q9UNQ0 whole entry, looked up): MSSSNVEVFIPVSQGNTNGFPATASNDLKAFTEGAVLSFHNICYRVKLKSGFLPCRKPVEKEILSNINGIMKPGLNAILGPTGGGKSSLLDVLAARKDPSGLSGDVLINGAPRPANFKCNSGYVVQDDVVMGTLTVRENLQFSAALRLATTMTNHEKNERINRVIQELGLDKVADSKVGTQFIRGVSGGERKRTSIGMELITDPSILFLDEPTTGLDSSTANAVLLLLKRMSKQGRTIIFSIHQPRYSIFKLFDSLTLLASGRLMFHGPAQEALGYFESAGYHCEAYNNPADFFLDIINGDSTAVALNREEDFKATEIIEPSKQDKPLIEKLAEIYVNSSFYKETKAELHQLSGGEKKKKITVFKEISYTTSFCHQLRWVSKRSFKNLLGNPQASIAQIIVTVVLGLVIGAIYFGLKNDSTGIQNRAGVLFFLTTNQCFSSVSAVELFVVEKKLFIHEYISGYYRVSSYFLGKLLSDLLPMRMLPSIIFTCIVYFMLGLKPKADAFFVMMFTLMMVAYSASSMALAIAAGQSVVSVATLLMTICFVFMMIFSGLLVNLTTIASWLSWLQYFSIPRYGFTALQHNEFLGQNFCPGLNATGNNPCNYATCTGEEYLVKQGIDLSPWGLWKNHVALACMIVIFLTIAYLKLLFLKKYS
#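 Test system: IgMXP3 (ABCG2) plus far-red-tagged CCRF-Adr (ABCB1) cells / Amount: 3 million cells/mL in well / Reagent: JC-1 transporter substrate / Timing: 10 min compound exposure, 25 °C / Signal: flow cytometry, 530 nm JC-1 signal / Read-out: percent efflux inhibition, scaled nicardipine 100% to DMSO 0% / Benchmarks: nicardipine as high control, DMSO as low control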
# Cdc42 wt GTP = modulators (inhibitors or activators) of GTP binding to human Cdc42 wildtype; GST-Cdc42 beads, Bodipy-GTP binding, flow cytometry; actives lie on both sides; percent activity (GTP binding), % at 10 µM; 0.2% of 190,000 active; AID 761;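 active = percent activity GTP binding at least 20 points away from the 100% baseline, either down as inhibitor or up as activator; inconclusive = compound flagged as likely green fluorescent from well-wide comparison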;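 also: median bead fluorescence of bound Bodipy-FL-GTP at 100 nM; 0% = excess unlabeled GTP control and 100% = no compound control; below 100% means less GTP binding so inhibitor and above means activator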
# Target sequence (P60953 whole entry, looked up): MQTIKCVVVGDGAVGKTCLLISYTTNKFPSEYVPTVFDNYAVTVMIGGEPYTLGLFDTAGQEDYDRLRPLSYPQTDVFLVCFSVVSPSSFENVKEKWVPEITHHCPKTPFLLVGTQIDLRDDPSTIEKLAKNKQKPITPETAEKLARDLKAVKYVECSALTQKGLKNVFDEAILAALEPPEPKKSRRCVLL
# Rac1 act GTP bind = modulators of GTP binding to human Rac1 activated mutant. P63000. GST-Rac1 activated beads, fluorescent GTP binding, flow cytometry; actives lie on both sides; 100% means binding = to untreated wells. percent activity (GTP binding), % at 10 µM. 0.11% of 190,000 active;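 active = GTP binding at least 20 percentage points away from the 100% baseline, in either direction, so actives lie on both sides; inconclusive = Compound likely fluorescent itself, or too few beads counted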
# ABCB1 inh = inhibitors of human ABCB1 transporter, ABCG2 counter-screen; P08183; CCRF-Adr cells, JC-1 efflux, flow cytometry; inhibition, % at 6.6 µM; 0.067% of 190,000 active; AID 1326; in the data active = inhibition above about 40%;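 also: 0% = vehicle and 100% = reference inhibitor; higher value means more JC-1 retained so stronger ABCB1 efflux block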
# Pf gamet viab = inhibitors of late stage P. falciparum gametocyte viability | P. falciparum stage V gametocytes, ATP luminescence, 24 h | inhibition, % at 10.9 µM | 0.065% of 150,000 active | AID 743093;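 active = inhibition above the mean plus 3 SD of compounds within the control limits, set per campaign, cut at about 38% in these data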;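 also: 0% = DMSO wells and 100% = medium only without gametocytes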
# Rab2A wt mod = changes GTP binding to wildtype dog Rab2A, up or down. GST-Rab2 wt beads, Bodipy-GTP binding, flow cytometry. GTP binding activity, % at 10 µM. 0.19% of 190,000 active;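 active = GTP binding activity at least 20 points away from 100%, either lowered or raised; inconclusive = signal likely due to the compound's own green fluorescence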;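 also: 0% = beads with excess unlabeled GTP and 100% = no-compound control corrected for plate trend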
# GSH bead fluor = compound fluoresces at 488/530 nm on GSH beads | GSH beads flow cytometry, compound fluorescence 488/530 nm; hits give high values | 0.25% of 190,000 active | fluorescence (KMESF) at 10 µM; in the data active = fluorescence above about 89;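 also: glutathione beads carrying GST-tagged Bcl family fusion proteins plus one bare bead set; values are compound well signal with DMSO vehicle wells as background; inactives centre near 16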
# Rac1 wt modul = alters GTP binding to wildtype human Rac1 | P63000 | GST-Rac1 beads, fluorescent GTP binding, flow cytometry; actives lie on both sides; 0 = cold GTP competed, 100 = untreated | GTP binding activity (% of control), % at 10 µM | 0.27% of 190,000 active;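 active = GTP binding activity at least 20 points away from the 100% control level, either lower or higher; inconclusive = compound flagged as likely green fluorescent, judged across all proteins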
# Rab7 wt modul = dog Rab7 wildtype GTP binding, inhibitors and activators; GST-Rab7 beads, fluorescent GTP binding, flow cytometry; actives lie on both sides; untreated = 100%, excess cold GTP = 0%; GTP binding activity (percent of control), % at 10 µM; 0.055% of 190,000 active; AID 758;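 active = fluorescent GTP binding to Rab7 beads changed by at least 20 points from the 100% baseline, either direction, mostly lower; inconclusive = compound itself probably fluorescent, or too few beads counted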;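 also: median green fluorescence of bound Bodipy-FL-GTP per Rab7 bead population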
# HRas wt GTP = human HRas wildtype GTP binding, change in either direction | P01112 | GST-Ras wt beads, Bodipy-FL-GTP binding, flow cytometry; actives lie on both sides | GTP binding activity, % at 10 µM | 0.14% of 190,000 active | AID 759;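 active = GTP binding activity at least 20% away from the 100% baseline, either lowered as inhibitor or raised as activator; inconclusive = flagged as likely green fluorescent, judged across all proteins in the well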;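 also: 0% = unlabeled GTP competition control and 100% = no-compound control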
# Target sequence (P01112 whole entry, looked up): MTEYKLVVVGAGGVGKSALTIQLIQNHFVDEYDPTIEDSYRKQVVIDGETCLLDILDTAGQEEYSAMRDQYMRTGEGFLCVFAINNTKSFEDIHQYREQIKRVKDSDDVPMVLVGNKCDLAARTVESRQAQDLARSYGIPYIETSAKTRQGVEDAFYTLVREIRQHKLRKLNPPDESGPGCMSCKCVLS
# Avidin fluor = avidin bead compound fluorescence profile; Avidin beads, compound fluorescence 488/530 nm, flow cytometry; hits give high values; fluorescence (KMESF) at 10 µM; 0.38% of 220,000 active; AID 1775; in the data active = fluorescence above about 47; also: inactives centre near 10
# Numbers without * were called inactive; u = inconclusive; x = not tested or not shown. Rows were taken by chance; overall some 1.1% were active at least once.
# Values in the order – ABCG2 block	Cdc42 wt GTP	Rac1 act GTP bind	ABCB1 inh	Pf gamet viab	Rab2A wt mod	GSH bead fluor	Rac1 wt modul	Rab7 wt modul	HRas wt GTP	Avidin fluor
N/C(=N\OC(=O)c1ccc([N+](=O)[O-])cc1)c1ccccn1
→ 11	96	96	0.2	x	96	13	100	97	95	12
Cc1cccc(NC(=O)CSc2nnc(NC(=O)c3ccco3)s2)c1
→ 2	93	91	0.5	18	95	27	95	100	96	23
c1csc(CSc2nnc3sc4ccccc4n23)c1
→ 2	103	100	0.7	5	98	21	102	99	101	11
COc1ccc(CNC(=O)COC(=O)C2CCC(C(C)(C)C)CC2)cc1 (stereo not given)
→ 4	96	102	0.5	-7	101	12	100	100	100	12
COc1ccc(Nc2nc3ccccc3c(=O)s2)c(OC)c1
→ 2	101	99	-1.6	x	101	28	105	99	99	14
Cc1cccc(C(=O)Nc2nnc(-c3ccncc3)o2)c1
→ 16	98	93	0.4	x	100	25	99	107	98	10
CC(=O)N1CCc2cc(S(=O)(=O)NC(Cc3ccccc3)C(=O)NCCN3CCCCC3C)ccc21 (stereo not given)
→ 11	98	97	0.3	-18	96	9	100	97	98	11
CC(C)(C)C1CCC(=NNC(=O)CC(=O)NCc2ccccc2)CC1 (stereo not given)
→ 5	103	100	0.3	25	97	15	104	100	101	4
C/C(=N\NC(=O)c1ccc([N+](=O)[O-])cc1)c1c(O)cc(C)oc1=O
→ 5	98	94	0.8	x	97	13	94	97	95	13
COc1cccc(NC(=O)C2C3C=CC4(O3)C2C(=O)N(C2CC2)C4C(=O)NC2CCCCC2C)c1 (stereo not given)
→ 5	103	100	0.5	x	101	19	107	98	101	23
OC1(c2ccccc2)C/C(=N\n2cnnc2)C=C1c1ccccc1 (stereo not given)
→ 2	99	97	0.4	x	100	25	99	96	99	11
CN(Cc1nc(-c2cccs2)no1)CC1COCCO1 (stereo not given)
→ 3	97	97	0.4	2	102	10	102	102	100	3
O=[N+]([O-])c1ccc(-c2ccc(/C=N/Nc3nc(N4CCCCC4)nc(N4CCCCC4)n3)o2)cc1
→ 31	96	103	11	-6	113	12	104	116	107	11
C/C(NC(=O)c1ccccc1F)=C1\C(=O)C[C@@H]2[C@H]1C2(C)C
→ 0	99	98	0.0	4	96	5	99	96	99	19
CO/N=C/c1ccc(N2CCOCC2)c([N+](=O)[O-])c1
→ 3	99	92	0.8	6	96	12	97	99	97	9
O=C(Nc1ccccc1)ON=C1c2ccccc2-c2ccccc21
→ -1	101	98	-0.5	x	100	19	99	98	100	6
O=C1C=C(NNC(=O)c2ccccc2Br)CCC1
→ 2	103	98	0.8	x	102	5	103	102	99	2
CCS(=O)(=O)c1ccc2oc(=O)c(/C=C(\O)c3ccc(Cl)cc3)nc2c1
→ -3	91	90	-1.1	x	92	9	95	92	95	30
O=C(O)Cc1c(C(=O)O)nnn1-c1cccc(C(F)(F)F)c1
→ 3	100	97	0.9	9	99	11	98	102	97	3
Cc1[nH]c(=S)c(C#N)c2c1CCCC2
→ 0	95	92	-0.2	-30	95	20	97	97	96	4
O=C(Nc1cccc2nsnc12)c1ccc(-c2ccc(Br)cc2)o1
→ 0	u	u	-0.2	-4	u	11	u	u	u	31
COc1ccc(N2C(=O)/C(=C/N(C)C)NC2=S)cc1
→ -2	99	95	-0.2	2	96	10	98	98	94	3
CCOC(=O)N1CCN(C(=O)Cn2ncc3c2-c2ccccc2OC3)CC1
→ 2	97	96	1.5	x	99	25	97	101	97	3
Cc1cc(SCn2nnc3ccccc3c2=O)nc2ccccc12
→ 13	98	100	1.5	17	99	7	105	98	101	5
Cc1nn(-c2ccccc2)c(Cl)c1C1C(C#N)=C(N)Oc2c1c(C)nn2-c1ccccc1 (stereo not given)
→ 1	101	97	0.8	2	98	25	102	98	102	37
COc1ccc2[nH]c3c(NCCCN4CCCC4=O)ncnc3c2c1
→ 3	102	101	0.2	x	101	8	106	102	102	21
CCC(C)(C)NC(=O)C(c1ccccn1)N(C(=O)c1csnn1)c1ccc(C)cc1 (stereo not given)
→ 0	97	96	0.2	-25	96	12	102	98	98	12
COc1ccc(CCNC(=S)NC2CCN(Cc3ccccc3)CC2)cc1OC
→ 10	102	96	1.8	24	99	21	98	98	97	9
CN(C)CC(C)(C)CNC(=O)CC1C(=O)NCCN1Cc1ccc(-c2ccccc2)cc1 (stereo not given)
→ 3	97	95	0.0	15	96	9	98	96	96	8
Cc1c(NC(=O)CN2CCN(c3ccc(F)cc3)CC2)c(=O)n(-c2ccccc2)n1C
→ 3	95	91	0.1	-12	98	13	97	110	97	9
CC(C)(C)c1ccc(C(=O)Nc2ccc(CC(=O)O)cc2)o1
→ 1	104	99	0.4	x	104	11	104	105	104	20
O=C(Cn1c(-c2ccccn2)nc2ccccc21)NCCN1CCOCC1
→ 2	101	99	0.4	x	99	29	100	99	99	7
Cc1ccc2c(c1)c1cccc3c1n2CCN3CCC(N)=O
→ 2	99	94	0.2	x	97	11	96	97	99	22
Cc1noc(C)c1COc1cccc(C(=O)N2CCc3ccccc32)c1
→ 2	89	88	0.0	-24	94	10	91	97	92	10
O=C1/C(=C/c2ccccc2O)SC(=S)N1Cc1cccnc1
→ -4	99	99	-0.4	4	101	8	102	98	99	10
CCOC(=O)c1[nH]c(C)c(C(=O)OCCOc2cccc(C)c2)c1C
→ 7	98	100	-0.3	-34	100	8	100	98	97	10
Cc1ccc(S(=O)(=O)NC(=O)Nc2ncc3c(n2)CC(c2ccco2)CC3=O)cc1 (stereo not given)
→ 3	98	99	-0.6	-18	100	8	102	96	100	2
O=c1cc(O)c2sc(Nc3cccc(C(F)(F)F)c3)nc2[nH]1
→ -2	98	97	-0.8	-29	97	8	102	103	101	11
CCC(NS(=O)(=O)c1ccc(OC)cc1)C(=O)O (stereo not given)
→ 1	100	100	0.5	-28	103	22	105	106	102	12
NC1=NC(c2ccc(Cl)cc2)n2c(nc3ccccc32)N1 (stereo not given)
→ 1	98	97	0.1	24	96	25	101	94	97	23
Cc1no[n+]([O-])c1COc1ccc(/C=N/n2nnnc2N)cc1
→ -4	98	98	-1.2	-4	96	9	97	96	97	12
COc1ccc(-n2nnc3c(SCc4ccccc4)ncnc32)cc1
→ 2	94	95	0.2	x	95	11	94	96	95	23
CCOc1ccc2nc(SCC(=O)N(C)C3CCS(=O)(=O)C3)[nH]c2c1 (stereo not given)
→ 2	91	99	0.2	x	96	31	100	101	98	13
COc1ccc2oc(=O)c(-c3nc4ccccc4o3)cc2c1
→ 1	100	97	0.5	13	99	14	102	102	102	5
Cc1ccc(NS(=O)(=O)c2cc([N+](=O)[O-])ccc2NNC(=S)Nc2cccc(Cl)c2)c(C)c1
→ -10	87	86	3.0	x	86	17	91	90	88	13
COc1ccc(CCC(=O)NNC(=S)NCc2ccc(F)cc2)cc1
→ 0	95	95	0.1	-3	92	22	96	93	93	10
COC(=O)C1ON2OC(C(=O)OC)C(C(=O)OC)C2C1CC(C)=O (stereo not given)
→ 1	100	100	0.5	x	101	19	99	96	100	9
CCCC1=[N+](CC(=O)c2ccc(C)cc2)CCn2cccc21
→ 0	100	100	0.2	-35	99	13	99	95	99	13
Cc1ccc(-c2nnc(N)o2)cc1
→ 16	97	100	1.2	18	96	10	100	96	97	2
COC(=O)c1ccc(Oc2cc(C)nc(SC)n2)cc1
→ 1	u	u	0.0	x	u	70	u	u	u	6
CCOC(=O)N1CCN(C(=O)/C(=C/c2cccc3ccccc23)NC(=O)c2ccc(OC)cc2)CC1
→ 7	u	u	3.1	x	u	24	u	u	u	39
CC(C)(C)NC(=O)C(c1ccncc1)N(C(=O)Cn1nnc(-c2ccc(F)cc2)n1)c1ccc(F)cc1 (stereo not given)
→ 2	99	95	0.5	19	95	17	100	96	99	11
CSCCC(NC(=O)c1c(C)oc2c1CCCC2)C(=O)O (stereo not given)
→ 15	102	96	1.7	x	101	28	108	102	102	12
CCN(CC(=O)NC1CCCCCC1)S(=O)(=O)c1ccccc1
→ 2	95	96	0.7	x	95	23	97	96	95	23
C=C(C)C1Cc2c(C)nn(-c3ccccc3)c2C1 (stereo not given)
→ 2	98	96	0.2	x	98	11	101	95	100	17
O=C(NCC(F)(F)F)Nc1ccccn1
→ -5	101	102	-1.3	7	101	34	103	99	101	15
COc1ccc(Nc2ccc(C(N)=O)cc2[N+](=O)[O-])cc1
→ 2	95	96	0.3	15	93	12	96	98	95	25
CCC(=O)OCn1nnc2ccccc2c1=O
→ 7	100	98	1.6	-22	95	13	102	103	99	13
C#CCOCCOCCOCCNc1nc(N2CCN(C(=O)[C@H](CCCCN)n3cc([C@@H](N)CO)nn3)CC2)nc(N2CCN(C(=O)[C@H](Cc3ccc(O)cc3)n3cc([C@@H](N)CC(C)C)nn3)CC2)n1
→ 2	97	99	0.3	4	96	18	97	93	97	7
CCOc1cccc(C(=O)NC(=S)Nc2ccc(N3CCN(CC)CC3)cc2)c1
→ 4	97	99	1.6	-1	100	15	103	106	100	9

# (list continues)
# Values in the order – ABCG2 block	Cdc42 wt GTP	Rac1 act GTP bind	ABCB1 inh	Pf gamet viab	Rab2A wt mod	GSH bead fluor	Rac1 wt modul	Rab7 wt modul	HRas wt GTP	Avidin fluor
CCOc1ccccc1NC(=O)Nc1cccc(C(C)=O)c1
→ 18	102	97	0.0	-11	100	35	106	100	101	7
CCCCn1c(=O)[nH]c(=O)c2c1nc(-c1ccc(CC)c([N+](=O)[O-])c1)n2C
→ 43	100	94	1.4	x	101	13	98	104	99	14
COCCNC(=S)N/N=C(\C)c1ccccc1OC
→ 4	99	98	0.6	21	98	11	104	99	98	1
c1nnnn1C12CC3CC(CC(C3)C1)C2
→ 1	103	102	0.1	x	105	11	108	106	102	8
Cn1c(=O)[nH]c(=O)c2c1nc(N1CCOCC1)n2CC(O)COc1ccc2ccccc2c1 (stereo not given)
→ 30	100	100	0.6	-19	102	27	106	102	101	24
CC(C)(C)c1ccc(OCCNC(=O)c2ncn[nH]2)cc1
→ 10	94	94	1.2	x	95	27	97	94	94	14
O=c1c2nnn(Cc3ccccc3)c2ncn1C/C=C/c1ccccc1
→ 3	98	97	0.9	x	97	17	98	100	100	7
COc1ccc(S(=O)(=O)N2CCN(C(=O)c3cccs3)CC2)cc1OC
→ 26	102	99	2.7	x	102	12	106	101	103	12
